ELG1 repair inh: qHTS screen for small molecules that inhibit ELG1-dependent DNA repair in human embryonic kidney (HEK293T) cells expressing luciferase-tagged ELG1. HEK293T ELG1-luciferase reporter, luminescence, 16 h; DNA damage induced by 5-fluorouridine. Potency, µM (highest dose often 46.1 µM), for the others: at the highest dose activity change, negative = inhibition, actives largely listed as inhibitors. 330,000 tested, 2.3% active. AID 504467, 2011; also: potency is read from the fitted curve at half-maximal effect; % is scaled to controls: 0 for no effect and ±100 for the full control effect; nearly all actives have a fitted effect of over 55% in size
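Overnight (16 hr) co-exposure of 2,000 cells/well to 5-fluorouridine and compound at 37 °C preceded detection. Luciferase was quantified via ONE-Glo luminescence; loss of signal denotes inhibition.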
AT treatment: qHTS Assay for Identifying a Potential Treatment of Ataxia-Telangiectasia; […] A-T fibroblasts, KAP-1 phosphorylation AlphaLISA; neocarzinostatin DNA damage 30 min before lysis; Potency, µM (doses to about 57.5 µM), for the others: at the top dose activation, usual class: activators; 320,000 tested, 0.19% active; AID 485349, 2010; also: potency is read from the fitted curve at half-maximal effect; % of control where 0% means no effect; nearly all actives have a fitted effect of over 45% in size
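ATM-like activity read as KAP-1 phosphorylation via AlphaLISA donor/acceptor antibody pairs after lysis and 6 hr at 25C. Cells were ATM-null patient fibroblasts ([…], hTERT), dosed 60 min, then exposed to the DSB inducer NCS for 30 min.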
USP2a inh: qHTS Assay for Inhibitors of Ubiquitin-specific Protease USP2a Using CHOP2 as the Reporter. USP2 core, Ub-CHOP2 coupled fluorogenic reporter, 485/531. Potency, µM (top dose mostly 38.3 µM), for inactives: top-dose activity change, negative = inhibition, hits mostly inhibitors. 330,000 tested, 0.01% active;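 also: potency is read from the fitted curve at half-maximal effect; plate controls were DMSO wells for no effect and full inhibition by NEM control for full effect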
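Deubiquitinase activity read as fluorescence (485/531 nm) after Ub-CHOP2 cleavage activates the enterokinase reporter on its substrate; USP2 core 10nM, Ub-CHOP2 and substrate 25nM each, 30min compound preincubation then 60min RT; data normalized to NEM, curves fitted.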
TCR act: Activators of T cell receptors: qHTS campaign. Potency, µM (doses to about 9.22 µM), inactives show top-dose activation of IL-2 secretion, hits mostly activators. AID 504894, 2011. primary human leukocytes, anti-CD3, IL-2 HTRF, 48 h. 330,000 tested, under 10 active; also: % of control where 0% means no effect
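1) Mix primary human leukocytes, a-CD3 beads and compound. 2) Incubate 48 hr. 3) Add HTRF IL-2 reagents (a-IL-2-K, a-IL-2-d2).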
TSHR antag: Antagonists of the Thyroid Stimulating Hormone Receptor: HTS campaign; 330,000 tested, 0.2% active; TSHR-expressing cells, TSH-stimulated cAMP HTRF, 2 h; hits give low values; activity change, negative = inhibition, % at 11.5 µM; Thyrotropin receptor (Homo sapiens), P16473; AID 504810, 2011;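 active = activity change below a set negative limit, meaning inhibition stronger than a set level, cut at about -70% in these data; inconclusive = activity change between two set negative limits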; also: % is scaled to controls: 0 for no effect and ±100 for the full control effect
Target sequence (P16473 whole entry, looked up): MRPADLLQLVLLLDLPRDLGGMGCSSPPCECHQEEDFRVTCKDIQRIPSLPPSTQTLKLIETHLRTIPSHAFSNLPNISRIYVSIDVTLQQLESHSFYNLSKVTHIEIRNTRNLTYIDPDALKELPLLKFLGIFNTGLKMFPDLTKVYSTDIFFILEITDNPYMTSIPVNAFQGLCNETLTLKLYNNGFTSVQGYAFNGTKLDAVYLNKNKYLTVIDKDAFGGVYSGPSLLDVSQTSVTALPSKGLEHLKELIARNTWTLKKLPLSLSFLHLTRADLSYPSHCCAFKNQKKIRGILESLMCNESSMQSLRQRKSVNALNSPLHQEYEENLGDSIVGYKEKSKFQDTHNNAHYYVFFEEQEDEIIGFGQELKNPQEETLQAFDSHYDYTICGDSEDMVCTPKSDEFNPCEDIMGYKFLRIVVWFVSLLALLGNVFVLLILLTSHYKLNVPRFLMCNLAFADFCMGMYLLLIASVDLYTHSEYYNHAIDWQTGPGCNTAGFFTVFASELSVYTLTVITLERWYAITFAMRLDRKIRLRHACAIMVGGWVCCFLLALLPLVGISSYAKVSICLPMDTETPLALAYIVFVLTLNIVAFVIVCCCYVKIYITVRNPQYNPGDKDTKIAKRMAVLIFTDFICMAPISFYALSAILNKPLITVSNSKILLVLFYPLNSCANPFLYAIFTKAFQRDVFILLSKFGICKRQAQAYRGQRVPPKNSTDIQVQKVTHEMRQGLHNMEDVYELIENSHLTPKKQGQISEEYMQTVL
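TSHR-expressing cells, 200/well, pre-treated with compound, then stimulated with EC80 TSH (4nM final) for 2 hours at 37 deg C. cAMP measured by competitive HTRF: anti-cAMP cryptate antibody in lysis buffer plus cAMP-d2, read after 30 minutes at room temperature.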
KCNH2 3.1 block: qHTS for Inhibitors of KCHN2 3.1: Mutant qHTS | U2OS KCNH2 3.1, thallium flux FluxOr; hits give low values | AID 720553, 2013 | 340,000 tested, 0.95% active | activity change, % (tested at about 1.8 µM);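 active = maximum activity change below -70%; inconclusive = maximum activity change from -70% to -50%; inactive = maximum activity change above -50%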;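 also: thallium influx rate constant from kinetic fluorescence after stimulation buffer; % is scaled to controls: 0 for no effect and ±100 for the full control effect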
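U2OS cells transduced with KCNH2 3.1 mutant virus (1.77 x 10^8 /mL, 4 h), plated overnight at 37 C, loaded 45 min with FluxOr dye plus Red40 quencher. Thallium flux rate constant from kinetic reads after stimulation buffer, normalised to controls.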
Mito fusion yeast: qHTS Assay for Small Molecule Inhibitors of Mitochondrial Division or Activators of Mitochondrial Fusion | S. cerevisiae fusion-defective mutant growth rescue, CellTiterGlo 48 h | Potency, µM (highest dose often 46.1 µM), for inactives: at the top dose growth rescue (activation), usual class: activators | 320,000 tested, 0.23% active;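 also: potency is read from the fitted curve at half-maximal effect; % of control where 0% means no effect; nearly all actives have a fitted effect of over 45% in size; temperature-sensitive fusion mutants such as fzo1-1 at 37 °C on non-fermentable ethanol glycerol medium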
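Compounds are tested for their ability to restore growth of mitochondrial fusion-defective yeast strains at non-permissive 37C in YPEG medium over 48 hours. Viability is quantified by luciferase luminescence.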
TRPV1 ag: HTS Assay for Compounds that Act as Agonists of the Vanilloid Receptor 1. activation, % at 8.33 µM. 320,000 tested, 0.19% active. TRPV1-expressing cells, Fluo-8 calcium influx, agonist mode; in the data active = activation above about 80%; inconclusive = between about 30% and that limit; also: 0% is about no effect
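TRPV1-expressing cells were cultured overnight at 35.5C and loaded with Fluo-8 calcium dye for 40 to 90 min at room temperature. After a 10 s baseline, compound was added and calcium influx was read kinetically for 3 min (ex 480/em 520 nm).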
KCNH2 WT inh: qHTS for Inhibitors of KCHN2 3.1: Wildtype qHTS. 340,000 tested, 0.37% active. activity change, % at 1.84 µM. U2OS, BacMam KCNH2, thallium flux FluxOr; hits give low values;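 active = maximum activity change below -70%; inconclusive = maximum activity change between -70% and -50%; inactive = maximum activity change above -50%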; also: % is scaled to controls: 0 for no effect and ±100 for the full control effect
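U2OS cells were transduced with wild-type KCNH2 virus (2.03 x 10^8 / mL) for 4 h at room temperature, then cultured overnight at 37 C. Thallium flux was read with FluxOr dye. Rate constants were normalized to DMSO controls.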
Eya2 inh: qHTS Assay for Inhibitors of the Phosphatase Activity of Eya2. Protein phosphatase EYA2 (Homo sapiens), O00167. recombinant Eya2, OMFP fluorescence dephosphorylation (OMFP is methylfluorescein phosphate). Potency, µM (top dose mostly 76.9 µM), inactives show top-dose activity, negative = inhibition, most hits filed as inhibitors. 330,000 tested, 0.006% active. AID 488837, 2010; also: potency is read from the fitted curve at half-maximal effect; % is scaled to controls: 0 for no effect and ±100 for the full control effect
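Eya2 protein (added as 0.2 uM solution) was preincubated with compound for 10 min at ambient temperature in 50 mM HEPES pH 7.5, 50 mM NaCl, 5 uM MgCl2, 0.05% BSA, 1 mM DTT. OMFP (added at 50 uM) then reacted 10 min; fluorescence read at 485/525 nm.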
Active calls of the source: *; u = inconclusive; x = no result given; [ ] = another dose, or the depositor's remark. Unless noted, calls follow the shape of the dose curve; as a rule, active = well fitted curve in the direction sought with a large enough effect; inconclusive = small, poorly fitted or top-dose-only effect, or another doubt; inactive = no such curve, though single readings can be large; an effect the other way counts as inactive or inconclusive.

SMILES | ELG1 repair inh | AT treatment | USP2a inh | TCR act | TSHR antag | KCNH2 3.1 block | Mito fusion yeast | TRPV1 ag | KCNH2 WT inh | Eya2 inh
COc1ccc(OCCCC(=O)Nc2cccc(S(=O)(=O)N3CCCCCC3)c2)cc1 | u | -7% | -3% | 0% | -19 | -20 | -2% | 11 | 10 | 5%
COc1cc2c(cc1OC)C1=C(C#N)CN(CC(=O)O)CN1CC2 | -2% | 10% | -1% | 1% | 3 | 2 | -1% | x | -7 | 4%
CCCn1nnnc1NC(=O)c1ccc2ccccc2c1 | u | 2% | 3% | 4%[46.1 µM] | -1 | 12 | u | -1 | 10 | 6%
CSc1nc2[nH]ncc2c(=O)n1-c1ccccc1 | 10% | 0% | -2% | 0%[46.1 µM] | 7 | -13 | -2% | -2 | 3 | 6%
CS(=O)(=O)N1CC(C(=O)O)Oc2ccc(CC(=O)O)cc21 (stereo not drawn) | -4% | 2% | 6% | -2% | 49 | 9 | -3% | -3 | 12 | 2%
Cn1c(=O)n(C)c2cc(S(=O)(=O)N3CCOCC3)ccc21 | 25% | 4% | 0% | 5% | 11 | -3 | -3% | -3 | 5 | 1%
Cc1cc(C)c(/C=N/NC(N)=O)c(C)c1/C=N/NC(N)=O | 8% | 6% | 0% | 2% | 3 | -31 | -7% | -5 | 11 | -3%
COc1ccc(NC(=O)CSCC(=O)NCc2ccco2)cc1 | 1% | -4% | -1% | -5% | -6 | 8 | 3% | 0 | 0 | 10%
COc1ccc(S(=O)(=O)N2CCCCCC2)cc1C(=O)N(CC(C)C)C1CCS(=O)(=O)C1 (stereo not drawn) | -1% | -1% | 1% | -4% | -2 | 0 | 1% | -1 | 0 | 25%
Cc1ccc(CN2CCN(Cc3cn[nH]c3C3CCCCC3)CC2CCO)cc1 (stereo not drawn) | -5% | 1% | 1% | 3% | 3 | 2 | u | 3 | 21 | -17%
Cc1ccc(S(=O)(=O)N2CCCC2C(=O)OCc2ccccc2)cc1 (stereo not drawn) | -12% | 3% | -2% | 0%[46.1 µM] | 2 | 4 | 8% | 8 | -4 | -5%
CCN1C(=O)CSC1=Nc1ccc(OC)cc1 | u | -4% | 1% | x | -3 | 9 | 1% | -1 | -6 | -3%
Cc1ccc(C2Nc3cccc4cccc(c34)N2)s1 | 22% | 0% | 1% | 1%[46.1 µM] | -1 | -3 | 6% | 2 | 0 | -13%
Cc1cccc(S(=O)(=O)c2c(N)n(-c3ccccc3)c3nc4ccccc4nc23)c1 | -3% | 3% | 1% | 4%[46.1 µM] | -11 | 3 | 9% | 7 | -9 | 4%
CC(Sc1nnc(N)s1)C(=O)NCc1ccc2c(c1)OCO2 (stereo not drawn) | 12% | 0% | 2% | x | 18 | -5 | -1% | 0 | -11 | 7%
O=C(O)c1cccc(-c2nnn(Cc3ccccc3Cl)n2)c1 | u | -3% | 4% | 3%[46.1 µM] | -6 | -15 | 1% | 2 | 0 | -3%
Cc1oc(-c2ccccc2F)nc1CS(=O)(=O)CC(=O)N1CCc2ccccc21 | -2% | 2% | 1% | 7% | 4 | -3 | 1% | 2 | -6 | 6%
COc1ccc(-c2cnnc(N/N=C/c3ccc(C)o3)n2)cc1 | 4% | 5% | -1% | 9% | -11 | -3 | -3% | 4 | -1 | -8%
Cc1ccc(NC(=O)CC(O)(C(F)(F)F)C(F)(F)F)c(Br)c1 | -21% | -3% | 3% | 8% | -6 | 4 | 3% | 1 | -9 | -29%
CCOC(=O)c1ccccc1N=N/C(C(C)=O)=C(/C)O | 3% | -1% | 5% | 1% | -1 | -2 | 1% | 0 | -6 | -5%
O=C1CN(C(=O)COc2c(Cl)cccc2Cl)c2ccccc2N1 | -13% | 3% | 0% | -13% | 2 | -9 | 1% | 2 | -143* | 7%
Cc1ccc(C(=O)Nc2ccn(Cc3ccc(F)cc3)n2)o1 | u | -4% | 4% | 0%[46.1 µM] | -8 | -5 | -3% | 19 | 0 | -1%
O=C(NCCc1ccc(Cl)cc1)c1ccc(Br)s1 | u | 6% | -2% | 2% | 4 | -14 | -4% | u | -1 | -8%
CCCCSc1nnc(-c2ccc(NC(C)=O)cc2)n1C | 5% | 1% | 1% | 4%[46.1 µM] | 13 | 6 | -5% | 2 | 4 | 8%
O=C(N/N=C/C(Br)=C/c1ccccc1)c1ccc([N+](=O)[O-])cc1 | 0% | 22% | 2% | -4% | 0 | 5 | -24% | 1 | -29 | 0%
CCN1C(=O)S/C(=C/c2cn(C)c3ccccc23)C1=O | -4% | x | -9% | -19%[46.1 µM] | -10 | 19 | 1% | -12 | 10 | -17%
O=C1[C@@H]2Cc3c([nH]c4ccccc34)CN2C(=O)CN1CCO | 7% | 5% | -2% | 6% | 1 | -12 | -7% | -2 | -4 | -10%
C/C(=N/NC(=O)CN1CCN(S(=O)(=O)c2ccc(Br)cc2)CC1)c1ccncc1 | u | -2% | 3% | -15% | -2 | u | -3% | 1 | -5 | 13%
CCCC[C@@H]1CNCCN1CCCc1cc(OC)c(OC)c(OC)c1 | u | 3% | 0% | -4% | -3 | -14 | -1% | -3 | -13 | 11%
Cc1onc(-c2c(F)cccc2Cl)c1C(=O)NC(=S)NC1CCS(=O)(=O)C1 (stereo not drawn) | -9% | 0% | 1% | 8%[46.1 µM] | -6 | 1 | -2% | -2 | -16 | -1%
Cc1cc(C)cc(C(=O)NCC(=O)OCC(=O)NCc2ccco2)c1 | -1% | -4% | -1% | -2% | -7 | 14 | 4% | -1 | -15 | 2%
COc1ccc(/C=C2\SC(=O)N(CCNC(=O)Cn3[nH]c(=O)c4ccccc4c3=O)C2=O)cc1 | 15% | 18% | 4% | 2% | 1 | 17 | x | x | -1 | 0%

Fetched by structure from the entries so far (3):
SMILES | ELG1 repair inh | AT treatment | USP2a inh | TCR act | TSHR antag | KCNH2 3.1 block | Mito fusion yeast | TRPV1 ag | KCNH2 WT inh | Eya2 inh
O=C1CN(C(=O)COc2c(Cl)cccc2Cl)c2ccccc2N1 | -13% | 3% | 0% | -13% | 2 | -9 | 1% | 2 | -143* | 7%
O=C(NCCc1ccc(Cl)cc1)c1ccc(Br)s1 | u | 6% | -2% | 2% | 4 | -14 | -4% | u | -1 | -8%
O=C1[C@@H]2Cc3c([nH]c4ccccc34)CN2C(=O)CN1CCO | 7% | 5% | -2% | 6% | 1 | -12 | -7% | -2 | -4 | -10%

Further compounds follow:
SMILES | ELG1 repair inh | AT treatment | USP2a inh | TCR act | TSHR antag | KCNH2 3.1 block | Mito fusion yeast | TRPV1 ag | KCNH2 WT inh | Eya2 inh
Cc1ccc(NC2=NC(=S)N(CC#N)C23CCCCC3)cc1 | 9% | 1% | -1% | 1%[46.1 µM] | -12 | -2 | -7% | -1 | -3 | -11%
c1ccc(OCc2nnc3n2N=C(c2ccccc2)CS3)cc1 | 5% | 0% | -5% | -11% | 2 | 0 | 8% | u | 11 | 7%
COc1ccc(-c2noc(N3CCC(C(=O)Nc4ccccc4Cl)CC3)n2)cc1 | u | 2% | 0% | -9% | 3 | -12 | -10% | 13 | 0 | -7%
COC(=O)CSc1nnc(CNC(=O)c2ccc(S(=O)(=O)N3CCOCC3)cc2)n1C | 2% | 6% | -1% | 3% | 7 | -6 | -3% | 0 | -1 | 5%
O=C(CN1CCN(S(=O)(=O)c2ccc(F)cc2)CC1)Nc1ccnn1C1CCCC1 | -18% | 3% | 0% | -3% | -1 | 4 | -3% | 10 | 4 | 22%
CCCCN1C(=O)C(=O)N(CC(=O)NC2CCCc3ccccc32)C1=O (stereo not drawn) | 1% | 2% | 0% | 3% | 12 | -4 | -5% | -5 | 1 | -5%
C/C=C/C(=O)N1c2ccc(C)cc2C(C)=CC1(C)C | 4% | 8% | 8% | 2% | 0 | -6 | 0% | 10 | 7 | -18%
COc1ccc(/C=C/C=N/NC(=O)COc2ccc(OC)cc2)cc1 | 11% | 8% | 2% | 1%[46.1 µM] | -1 | 8 | -7% | 1 | -2 | -2%

Ordered by the number under Eya2 inh (falling): 3 of the compounds above
Structure | Eya2 inh
c1ccc(OCc2nnc3n2N=C(c2ccccc2)CS3)cc1 | 7%
COC(=O)CSc1nnc(CNC(=O)c2ccc(S(=O)(=O)N3CCOCC3)cc2)n1C | 5%
COc1ccc(-c2noc(N3CCC(C(=O)Nc4ccccc4Cl)CC3)n2)cc1 | -7%

A portion of the library; count on the stated rates, not on these rows.
